# DAX1 inh-1: inhibitors of DAX1 repression of SF-1 activated StAR promoter. AID 652010. HEK293T StAR-luciferase reporter, SF-1/DAX-1 repression relief. inhibition, % at 6.8 µM. 370,000 tested, 1.1% active;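 active = inhibition above the mean over all tested compounds plus 3 SD, cut at about 3.6% in these data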;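 also: 0% = DAX-1 cells with DMSO and 100% = cells lacking DAX-1 with DMSO; higher inhibition means more luminescence from relief of DAX-1 repression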
# ssDAF12 agonist: S. stercoralis DAF-12 activation, primary screen; activation, % at 6.8 µM; 370,000 tested, 1% active; HEK293 ssDAF-12/GRIP1 lit1-tk-luc reporter, luminescence; % of 3 µM dafachronic acid response;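 active = activation above the mean over all tested compounds plus 3 SD, cut at about 0.9% in these data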;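 also: 0% = DMSO-only wells and 100% = 3 µM delta7-dafachronic acid wells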
# GAA850 FXN act: frataxin GAA850 promoter activation | HEK293 lucGAA850 FXN promoter luciferase reporter, 24 h; percent of 10 µM SAHA response | activation, % at 6 µM | 360,000 tested, 0.56% active | AID 540364;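 active = activation above the average of all compounds screened plus 3 SD, cutoff fixed separately per campaign, cut at about 7.5% in these data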;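 also: 0% = DMSO wells and 100% = 10 µM SAHA wells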
# hgDAF12 agonist: activates the H. glycines DAF-12 receptor ligand-binding domain; HEK293 GAL4-hgDAF12 UAS-luciferase reporter, agonist luminescence; normalized to butyrate control; activation, % at 6.8 µM; 370,000 tested, 1.8% active;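 active = activation above a cutoff set at the mean of all screened compounds plus 3 SD, cut at about 10% in these data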;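 also: 0% = DMSO wells and 100% = sodium butyrate wells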
# SMARCA2 act: activators of SMARCA2 function. MG213 cells, MMTV-luciferase reporter, dexamethasone, overnight. activation, % at 9.1 µM. 370,000 tested, 1% active. AID 652017; in the data active = activation above about 7.8%;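 also: 0% = vehicle wells and 100% = reference activator wells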
# NPR2 activator: GC-B (human) receptor activation; activation, % at 10 µM; 370,000 tested, 0.11% active; HEK293-GC-B cells, CNP EC30, cGMP TR-FRET; 0% at EC30 CNP, 100% saturating CNP; P20594;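 active = activation at 10 µM reaching about 35% in either raw or pattern-adjusted values, limit read from the data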
# HGIII-sPLA2 inh: Inhibits HGIII-sPLA2 liposome hydrolysis, primary screen; 370,000 tested, 0.56% active; AID 743126; QFRET BODIPY PC-A2 liposome hydrolysis, fluorescence; Q9NZ20; inhibition, % at 12.2 µM;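 active = inhibition above mean plus 3 SD of compounds lying within the high and low control bounds, cut at about 19% in these data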;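 also: 0% = median of test compound wells and 100% = no enzyme DMSO wells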
# Target sequence (Q9NZ20 whole entry, looked up): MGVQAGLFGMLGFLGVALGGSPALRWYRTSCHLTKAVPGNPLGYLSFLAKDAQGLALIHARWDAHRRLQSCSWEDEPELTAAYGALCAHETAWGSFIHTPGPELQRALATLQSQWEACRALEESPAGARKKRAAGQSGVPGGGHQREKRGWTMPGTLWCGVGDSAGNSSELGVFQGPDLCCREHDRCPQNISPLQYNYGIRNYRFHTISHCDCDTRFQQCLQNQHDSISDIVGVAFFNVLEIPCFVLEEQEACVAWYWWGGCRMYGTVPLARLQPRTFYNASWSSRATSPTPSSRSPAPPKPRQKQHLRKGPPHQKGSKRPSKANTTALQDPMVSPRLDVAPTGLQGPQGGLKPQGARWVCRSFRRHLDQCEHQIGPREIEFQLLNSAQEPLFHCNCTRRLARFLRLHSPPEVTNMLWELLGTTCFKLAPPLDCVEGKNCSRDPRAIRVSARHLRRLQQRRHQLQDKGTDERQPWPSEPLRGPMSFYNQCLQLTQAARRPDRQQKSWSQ
# DAX1 inh-2: inhibitors of human orphan nuclear receptor DAX1 (NR0B1). HEK293 Gal4-DAX1 luciferase reporter, luminescence. AID 504766. 340,000 tested, 0.99% active. inhibition, % at 6.75 µM;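 active = inhibition above the mean over all tested compounds plus 3 SD, cut at about 4.2% in these data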;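 also: 0% = DAX1-transfected cells with DMSO and 100% = empty-vector control cells with DMSO; inhibition shows as a rise in luminescence from relieved DAX1 repression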
# Target sequence (P51843 207-470 limits assumed): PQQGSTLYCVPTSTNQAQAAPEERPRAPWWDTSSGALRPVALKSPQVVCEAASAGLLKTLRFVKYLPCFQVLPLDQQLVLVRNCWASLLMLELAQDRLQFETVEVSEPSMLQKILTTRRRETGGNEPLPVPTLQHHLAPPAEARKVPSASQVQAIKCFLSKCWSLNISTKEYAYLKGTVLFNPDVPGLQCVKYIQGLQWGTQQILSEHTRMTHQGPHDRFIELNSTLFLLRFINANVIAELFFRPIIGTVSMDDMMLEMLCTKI
# hcDAF-12 act: activators of H. contortus DAF-12 nuclear receptor; HEK293 hcDAF-12 lit1-tk-luc reporter, luminescence; 0% DMSO, 100% Δ7-dafachronic acid; activation, % at 6.8 µM; 370,000 tested, 1.4% active;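 active = activation above the mean of all tested compounds plus 3 SD, cut at about 5.5% in these data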;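 also: 100% = response to 3 µM Δ7-dafachronic acid high control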
# KLK7 zymogen act: proKLK7 (human) activation, primary screen; P49862; purified proKLK7, EDANS-DABCYL substrate fluorescence; 100% is mature enzyme control, 0% vehicle; activation, % at 7 µM; 370,000 tested, 0.9% active; AID 652039;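 active = activation above the mean of all tested compounds plus 3 SD, computed per campaign excluding outliers beyond control limits, cut at about 13% in these data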
# Target sequence (P49862 whole entry, looked up): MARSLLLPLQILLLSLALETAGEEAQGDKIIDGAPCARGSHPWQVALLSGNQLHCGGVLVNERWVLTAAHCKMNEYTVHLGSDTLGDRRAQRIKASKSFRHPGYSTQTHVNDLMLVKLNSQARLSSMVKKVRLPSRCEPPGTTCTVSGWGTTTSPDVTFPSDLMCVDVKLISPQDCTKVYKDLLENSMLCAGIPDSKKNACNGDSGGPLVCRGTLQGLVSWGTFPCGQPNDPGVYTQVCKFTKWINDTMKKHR
# GC-A act: GC-A (human) enzyme activation; 370,000 tested, 0.14% active; activation, % at 10 µM; AID 1671463; HEK293 GC-A cells, cGMP TR-FRET, EC30 ANP; 0% at EC30 ANP, 100% saturating ANP; in the data active = activation above about 40%
# The depositor's hits bear a star.
1) COc1cccc(C(C)NC(=O)Cc2cccs2)c1 (stereo unspecified)
2) Cc1ccc(N=c2ssnc2Cl)cc1
3) CCc1ccccc1NC(=O)C1=CN2CCS(=O)(=O)N=C2C=C1
4) COc1cc(S(=O)(=O)N2CCOCC2)ccc1NC(=O)CSc1n[nH]c(=O)[nH]c1=O
5) O=C(CN1C(=O)c2ccccc2C1=O)c1ccccc1
6) CC1CCCN(C(=S)Nc2ccc(S(=O)(=O)N3CCCCC3)cc2)C1 (stereo unspecified)

screen / no.,1,2,3,4,5,6
DAX1 inh-1,0.2,0.4,1.0,0.7,-0.1,0.4
ssDAF12 agonist,-0.2,-0.1,-0.3,-0.8,-1.5,-1.5
GAA850 FXN act,-3.1,3.1,-0.1,1.8,1.5,1.2
hgDAF12 agonist,-1.2,-0.2,-2.1,0.1,2.5,-1.0
SMARCA2 act,0.5,-1.0,-0.9,3.0,3.3,-6.4
NPR2 activator,9.5,21.1,-0.2,4.3,4.5,-6.2
HGIII-sPLA2 inh,3.2,13.8,9.2,2.1,3.2,-5.7
DAX1 inh-2,-0.4,2.9,0.8,2.7,0.0,-0.4
hcDAF-12 act,1.1,2.1,-0.8,-1.0,0.8,-1.1
KLK7 zymogen act,-0.6,0.3,0.7,0.1,0.4,0.0
GC-A act,1.3,11.2,3.4,0.6,2.9,-2.9

7) O=C(NCC1CC1)c1ccc2c3n(nc2c1)-c1ccc(Cl)cc1CO3
8) O=C(C[C@@H]1C/C=C\C[C@H](NC(=O)OCC2c3ccccc3-c3ccccc32)C(=O)OC[C@@H]2CCCN2C1=O)N[C@@H](CO)Cc1ccccc1
9) NC(=S)N/N=C/c1ccc(-c2cc(Cl)cc(Cl)c2)o1
10) CC1Cc2ccccc2N1C(=O)CSc1nnc2n1C(C)(C)Cc1ccccc1-2 (stereo unspecified)
11) CS(=O)(=O)c1ccccc1C(=O)N1CCN(S(=O)(=O)c2ccc(C3CCCCC3)cc2)CC1
12) COc1ccc(/C=C2\N=C(C)OC2=O)cc1OC(C)=O

screen / no.,7,8,9,10,11,12
DAX1 inh-1,0.7,-0.3,-0.7,-1.4,2.1,0.1
ssDAF12 agonist,-1.1,-1.1,-1.4,-2.3,-0.6,-0.8
GAA850 FXN act,4.2,2.4,-0.8,-0.9,2.6,0.2
hgDAF12 agonist,11.8*,-0.2,-0.1,-4.5,0.1,0.0
SMARCA2 act,6.0,2.1,-2.0,-2.1,-2.2,-2.6
NPR2 activator,10.2,-2.5,-5.9,-9.4,-1.7,-1.7
HGIII-sPLA2 inh,-4.9,-5.2,1.2,-6.2,4.2,0.4
DAX1 inh-2,-0.4,0.9,-1.7,-1.3,-1.8,0.9
hcDAF-12 act,2.2,-2.2,-1.8,-1.7,1.3,-0.4
KLK7 zymogen act,1.8,-0.3,-0.3,0.0,0.4,0.3
GC-A act,10.5,0.0,-10.6,-2.8,-2.7,6.3

13) COc1ccc(S(=O)(=O)CCc2nc3ccccc3s2)cc1
14) CN(CCOc1ccccc1Cl)Cc1ccccc1
15) COc1ccc(NC(=O)[C@H](C)NC(=O)[C@@H]2Cc3ccccc3CN2C(=O)OC(C)(C)C)cc1
16) CCc1c(C)nc2ncnn2c1NC1CCCc2ccccc21 (stereo unspecified)
17) CC(C)=CCN1CCC(n2nccc2NC(=O)c2ccccc2Cl)CC1
18) O=C(CSc1n[nH]c(-c2ccncc2)n1)Nc1ccc(F)cc1

screen / no.,13,14,15,16,17,18
DAX1 inh-1,0.8,-0.4,0.8,-0.3,0.3,0.1
ssDAF12 agonist,-1.1,-1.1,-0.5,-1.6,-1.1,0.6
GAA850 FXN act,-0.3,3.4,-1.2,-1.7,-1.6,1.5
hgDAF12 agonist,0.2,-0.5,1.7,-0.5,-0.1,2.1
SMARCA2 act,0.4,0.8,-1.9,1.6,2.5,-4.2
NPR2 activator,0.1,2.4,13.7,1.8,-1.0,-2.1
HGIII-sPLA2 inh,3.8,-5.0,2.3,-2.0,1.2,12.0
DAX1 inh-2,0.9,-0.8,0.1,0.0,-0.1,0.2
hcDAF-12 act,0.6,-3.2,1.3,1.6,1.0,0.2
KLK7 zymogen act,0.8,-0.6,-0.3,0.2,-0.1,0.0
GC-A act,1.2,-6.0,0.3,2.1,-2.3,0.0

# Entries by screen from above:
# Entries 13–18 in DAX1 inh-2: 0.9, -0.8, 0.1, 0.0, -0.1, 0.2
# Entries 13–18 in GC-A act: 1.2, -6.0, 0.3, 2.1, -2.3, 0.0

# Continuation:
19) O=C(OCc1cn([C@H]2CN(C(=O)C3CCCCC3)[C@@H](c3ccccc3)C[C@@H]2O)nn1)c1ccccc1
20) CCCn1c2ccccc2c2nnc(SCC(=O)Nc3ncccn3)nc21
21) CCNC(=S)Nc1cc(OC)c(NC(=O)c2ccco2)cc1OC
22) CC1(c2cc(C(F)(F)F)n3nc(C(=O)O)cc3n2)CC1
23) Cc1cc(NC(=O)CCOc2ccccc2)no1
24) COc1ccc(N2CC(O)=C(c3nc(-c4ccc(F)cc4)cs3)C2=N)cc1

screen / no.,19,20,21,22,23,24
DAX1 inh-1,-0.7,0.1,-0.9,0.4,0.3,-0.1
ssDAF12 agonist,-1.3,-0.9,-1.7,-1.6,-0.9,-1.0
GAA850 FXN act,-0.6,4.1,-0.2,0.7,-0.9,2.1
hgDAF12 agonist,3.0,-1.5,-0.7,1.4,-1.3,-0.3
SMARCA2 act,0.3,0.4,1.2,-0.5,-1.1,0.6
NPR2 activator,-1.4,-0.3,8.5,4.1,7.9,0.3
HGIII-sPLA2 inh,-30.9,-0.7,5.3,-4.7,9.3,-5.6
DAX1 inh-2,2.0,0.5,0.4,0.2,-0.1,0.4
hcDAF-12 act,-1.4,-0.2,0.9,-0.5,0.0,-2.1
KLK7 zymogen act,0.4,0.2,-0.3,-0.7,-0.1,0.1
GC-A act,-2.8,3.9,1.4,-0.4,1.0,4.0

25) O=C(CN1C(=O)NC2(CCCCCC2)C1=O)c1cccs1
26) COc1ccc(C(=O)NNC(=O)CCC(=O)Nc2ccc(C)cc2C)cc1
27) C/C(=N\O)C1(C)N(O)C(C)(C)C(c2ccc(Br)cc2)=[N+]1[O-] (stereo unspecified)
28) Cc1cccc(Nc2c([N+](=O)[O-])ccc3nonc23)c1
29) CC(C)(C)C(=O)OCc1cn(-c2ccccc2)nn1
30) C/C(=N\NC(=O)c1ccco1)c1ccc(NC(=O)C(F)(F)F)cc1

screen / no.,25,26,27,28,29,30
DAX1 inh-1,-1.0,0.3,0.8,0.1,0.2,7.2*
ssDAF12 agonist,0.4,-1.1,-1.3,-0.8,-0.4,-0.6
GAA850 FXN act,3.7,-1.9,1.7,3.4,5.1,4.0
hgDAF12 agonist,1.8,0.6,-1.6,2.5,5.2,9.3
SMARCA2 act,-1.4,-0.7,-3.5,-1.2,4.2,2.7
NPR2 activator,3.0,-2.3,-1.4,4.3,3.6,3.1
HGIII-sPLA2 inh,4.3,7.8,11.1,5.8,1.4,12.9
DAX1 inh-2,0.1,0.4,1.1,-0.9,2.4,1.6
hcDAF-12 act,3.1,-0.1,0.9,-1.4,0.2,5.1
KLK7 zymogen act,0.1,0.6,0.2,0.7,-0.2,-0.5
GC-A act,0.0,1.7,2.1,0.3,1.6,-0.2

31) CCN(CC)S(=O)(=O)c1ccc(NC(=O)CCNC(=O)c2ccco2)cc1
32) CCOC(=O)C1CCN(C(=O)COC(=O)CNC(=O)c2ccc(OC)cc2)CC1
33) O=C(NCC1CCCC(CNC(=O)Nc2ccc(Cl)cn2)C1)Nc1ccc(Cl)cn1 (stereo unspecified)
34) CC(C)C(c1nnnn1C1CCCC1)N1CCN(C(=O)c2ccco2)CC1 (stereo unspecified)
35) O=C(COC(=O)Cc1ccc(Cl)cc1Cl)NC1CC1
36) CCOC(=O)Cn1ccc2cc(S(=O)(=O)N3CCCC3)ccc21

screen / no.,31,32,33,34,35,36
DAX1 inh-1,0.6,0.3,0.1,0.1,0.0,-0.1
ssDAF12 agonist,-0.9,-1.6,-1.5,-1.5,-0.8,-0.5
GAA850 FXN act,0.0,-0.1,3.2,1.6,0.4,0.4
hgDAF12 agonist,0.9,-3.0,3.8,2.6,0.6,1.0
SMARCA2 act,-1.1,-0.3,-0.1,2.7,-2.3,-4.4
NPR2 activator,4.5,0.3,-4.3,3.8,0.2,5.5
HGIII-sPLA2 inh,3.8,1.2,-11.4,-2.6,-2.3,10.5
DAX1 inh-2,0.2,0.1,-2.1,1.5,0.3,0.6
hcDAF-12 act,0.1,-0.7,-1.8,4.1,0.0,0.0
KLK7 zymogen act,-0.7,0.8,-0.3,-0.4,-0.3,0.2
GC-A act,1.6,-2.4,-14.5,-1.2,1.0,-3.1

37) Cc1ccc(-c2nc3ccsc3c(=O)[nH]2)cc1
38) COC(=O)c1ccccc1SCC(=O)Nc1ccc(N2CCOCC2)cc1
39) COCCN1C(=O)c2ccccc2C(C(=O)Nc2ccc3c(c2)OCCO3)C1c1ccc(F)cc1 (stereo unspecified)
40) COc1ccc(CC(=O)Nc2ccc(S(=O)(=O)Nc3ncccn3)cc2)cc1OC
41) COC(=O)CCN1CCN(S(=O)(=O)c2ccc3c(c2)OCCO3)CC1

screen / no.,37,38,39,40,41
DAX1 inh-1,3.7*,-0.9,1.3,0.5,0.7
ssDAF12 agonist,1.4*,-0.2,0.0,-1.2,-1.3
GAA850 FXN act,6.2,1.5,-4.6,-0.2,1.6
hgDAF12 agonist,21.5*,3.9,0.4,-0.7,3.1
SMARCA2 act,0.5,6.5,-2.5,-0.5,0.8
NPR2 activator,6.1,-8.2,-1.0,-1.5,6.0
HGIII-sPLA2 inh,10.8,-3.9,-0.1,3.5,-6.1
DAX1 inh-2,1.6,-0.1,0.2,-0.4,1.0
hcDAF-12 act,11.8*,1.1,-0.9,-0.6,0.1
KLK7 zymogen act,0.8,0.6,-0.2,-0.3,-0.1
GC-A act,-1.0,0.1,0.3,5.3,2.0

# In the list so far, these have fluorine:
18) O=C(CSc1n[nH]c(-c2ccncc2)n1)Nc1ccc(F)cc1
22) CC1(c2cc(C(F)(F)F)n3nc(C(=O)O)cc3n2)CC1
24) COc1ccc(N2CC(O)=C(c3nc(-c4ccc(F)cc4)cs3)C2=N)cc1
30) C/C(=N\NC(=O)c1ccco1)c1ccc(NC(=O)C(F)(F)F)cc1
39) COCCN1C(=O)c2ccccc2C(C(=O)Nc2ccc3c(c2)OCCO3)C1c1ccc(F)cc1 (stereo unspecified)

screen / no.,18,22,24,30,39
DAX1 inh-1,0.1,0.4,-0.1,7.2*,1.3
ssDAF12 agonist,0.6,-1.6,-1.0,-0.6,0.0
GAA850 FXN act,1.5,0.7,2.1,4.0,-4.6
hgDAF12 agonist,2.1,1.4,-0.3,9.3,0.4
SMARCA2 act,-4.2,-0.5,0.6,2.7,-2.5
NPR2 activator,-2.1,4.1,0.3,3.1,-1.0
HGIII-sPLA2 inh,12.0,-4.7,-5.6,12.9,-0.1
DAX1 inh-2,0.2,0.2,0.4,1.6,0.2
hcDAF-12 act,0.2,-0.5,-2.1,5.1,-0.9
KLK7 zymogen act,0.0,-0.7,0.1,-0.5,-0.2
GC-A act,0.0,-0.4,4.0,-0.2,0.3

# No enrichment for hits; overall some 6.7% were active at least once.
